From PubChem BioAssay
D1 antagonist = human D1 dopamine receptor antagonism; activity change, negative = inhibition, % at 10 µM; hit rate 3.2% among 360,000; AID 504652; P21728; HEK293 TREx D1 cells, calcium flux, dopamine EC80; stronger effect = lower value; in the data active = activity change below about -30%; also: % is scaled to controls: 0 for no effect and ±100 for the full control effect
Target sequence (P21728 whole entry, looked up): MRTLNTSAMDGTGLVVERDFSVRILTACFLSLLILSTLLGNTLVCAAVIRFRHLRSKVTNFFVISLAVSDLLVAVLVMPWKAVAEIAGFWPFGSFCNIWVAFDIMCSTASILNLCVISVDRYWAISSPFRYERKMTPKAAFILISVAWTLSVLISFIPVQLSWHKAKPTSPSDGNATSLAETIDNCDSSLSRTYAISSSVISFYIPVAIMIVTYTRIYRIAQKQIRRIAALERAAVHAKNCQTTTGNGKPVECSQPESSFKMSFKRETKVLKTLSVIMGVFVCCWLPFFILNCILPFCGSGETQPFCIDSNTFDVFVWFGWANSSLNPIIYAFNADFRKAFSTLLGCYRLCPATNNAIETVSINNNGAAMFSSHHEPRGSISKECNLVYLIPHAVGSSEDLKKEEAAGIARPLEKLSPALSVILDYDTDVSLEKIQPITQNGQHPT
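Tetracycline-induced HEK293 T-REx cells with force-coupled D1 receptor were loaded with a no-wash calcium dye. Compound was added after a 10 s baseline and read kinetically for 180 s; EC80 dopamine was then added and calcium flux followed another 180 s.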
Vif-APOBEC3G blk = Vif-A3G binding inhibition | hit rate 0.076% among 410,000 | Q9HC16 | Potency, µM (titrated, usually from 46.1 µM), without a hit: at the highest dose activity, negative = active, usual class: inhibitors | HeLa A3G-eYFP + Vif (tagged APOBEC3G with the HIV-1 protein that degrades it), YFP fluorescence, overnight;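 also: potency is read from the fitted curve at half-maximal effect; % is scaled to controls: 0 for no effect and ±100 for the full control effect; nearly all actives have a fitted effect of over 60% in size; hits raise eYFP signal because A3G escapes Vif-driven loss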
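HeLa cells stably expressing Vif and C-terminally eYFP-tagged A3G, seeded overnight at 37 deg C, then exposed to compound by pintool overnight at 37 deg C. Rise in yellow fluorescence (Ex 488/Em 500-530, Acumen) marks blocked Vif-driven A3G degradation.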
D2 potentiator = positive allosteric modulators of human D2 dopamine receptor | HEK293 T-REx D2, calcium flux, EC20 dopamine potentiation | potentiation, % at 10 µM | hit rate 0.34% among 340,000 | AID 485347;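 active = potentiation over 3 SD above the plate norm, cut at about 30% in these data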; also: 0% is about no effect
Target sequence (P14416 whole entry, looked up): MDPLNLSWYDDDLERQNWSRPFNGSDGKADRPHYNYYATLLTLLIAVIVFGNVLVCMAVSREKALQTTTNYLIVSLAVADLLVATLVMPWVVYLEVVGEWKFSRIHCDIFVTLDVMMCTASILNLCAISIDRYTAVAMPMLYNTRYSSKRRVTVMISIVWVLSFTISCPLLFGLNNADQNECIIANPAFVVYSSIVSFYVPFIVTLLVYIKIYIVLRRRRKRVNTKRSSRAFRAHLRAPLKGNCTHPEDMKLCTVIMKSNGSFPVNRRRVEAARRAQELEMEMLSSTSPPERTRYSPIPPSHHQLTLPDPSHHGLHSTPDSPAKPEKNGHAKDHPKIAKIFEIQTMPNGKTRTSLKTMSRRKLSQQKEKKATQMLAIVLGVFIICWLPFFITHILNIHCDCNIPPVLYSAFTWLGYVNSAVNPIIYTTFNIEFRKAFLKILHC
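Cells plated with tetracycline inducer and held overnight at 30 C; calcium dye loaded 30–90 min at room temperature; baseline taken, compound added and read 180 s; EC20 dopamine then added and read 180 s.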
D1 PAM = enhances dopamine response at the human D1 receptor; potentiation, % at 10 µM; HEK293 TREx D1 cells, calcium flux, dopamine EC20 potentiation; AID 504651; hit rate 0.036% among 360,000; in the data active = potentiation above about 30%; also: 0% is about no effect
RXFP1 antag = antagonists of human relaxin receptor RXFP1; HEK293-RXFP1, relaxin-stimulated cAMP HTRF, 30 min; stronger effect = lower value; activity change, negative = inhibition, % at 57.5 µM; hit rate 0.59% among 350,000;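 active = activity change of -60% or lower, but not beyond a set lower limit; inconclusive = change between -60% and -40%, or beyond the set limit; inactive = change above -40%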; also: % is scaled to controls: 0 for no effect and ±100 for the full control effect
D1 ag = activates the human D1 dopamine receptor; P21728; HEK293 T-REx D1 cells, calcium flux, agonist mode; activation, % at 2 µM; hit rate 1% among 360,000; in the data active = activation above about 30%; also: 0% is about no effect
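Tetracycline-induced HEK293 TREx D1 cells, force-coupled to calcium signalling, were dye-loaded with a no-wash calcium kit. Compound was pin-added after a 10 s baseline. Fluorescence was read kinetically at 1 cycle/s for 180 s, with calcium rises flagged as agonism.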
GRP78 ERSR act = induces the endoplasmic reticulum stress response in human glioma cells; AID 602332; U87-MG GRP78 promoter luciferase reporter, 16 h; hit rate 0.02% among 420,000; Potency, µM, for the others: at the top dose activation, most hits filed as activators; also: potency is read from the fitted curve at half-maximal effect; series mostly up to about 76 µM; % of control where 0% means no effect; nearly all actives have a fitted effect of over 35% in size
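Stably transfected U87-MG human glioma cells carrying a GRP78-based luminescent sensor were seeded at 1000 cells/well, pin-dosed with compounds and incubated 16 h. Luciferase reagent was then added, and end-point luminescence was read after 10 min at room temperature.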
Vif-A3F inh = inhibitors of Vif-A3F interaction. HeLa A3F-eYFP + Vif (tagged APOBEC3F with the HIV-1 protein that degrades it), YFP fluorescence increase. Potency, µM (titrated, usually from 46.1 µM), without a hit: top-dose activity, negative = active. hit rate 0.2% among 390,000; also: potency is read from the fitted curve at half-maximal effect; % of control where 0% means no effect; nearly all actives have a fitted effect of over 65% in size
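Fluorescence increase (Ex 488/Em 500-530) after overnight compound treatment at 37 deg C flags inhibition of Vif-driven A3F-eYFP loss in stable HeLa A3F-eYFP/Vif cells seeded overnight beforehand.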
RXFP1 ag = agonists of human relaxin receptor RXFP1 | Q9HBX9 | HEK293T-RXFP1 cAMP TR-FRET, 30 min; response scale: percent of porcine relaxin response, buffer zero | Potency, µM (titrated, usually from 57.5 µM), for inactives: at the top dose activation, usual class: activators | hit rate 0.3% among 370,000; also: potency is read from the fitted curve at half-maximal effect; % is scaled to controls: 0 for no effect and ±100 for the full control effect; nearly all actives have a fitted effect of over 60% in size; many of its hits are not listed in these tables
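HEK293T cells stably expressing RXFP1 were pretreated with the PDE4 inhibitor Ro 20174, exposed to compounds for 30 min at 37C, lysed, and cAMP was read by TR-FRET. Data normalized to buffer (basal) and 29 nM porcine relaxin (100%).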
The depositor's hits bear a star; ? = inconclusive; / = no result given; [ ] = dose if it differs, or a comment. Unless noted, calls follow the shape of the dose curve; as a rule, active = well fitted curve in the direction sought with a large enough effect; inconclusive = small, poorly fitted or top-dose-only effect, or another doubt; inactive = no such curve, though single readings can be large; an effect the other way counts as inactive or inconclusive.

SMILES | D1 antagonist | Vif-APOBEC3G blk | D2 potentiator | D1 PAM | RXFP1 antag | D1 ag | GRP78 ERSR act | Vif-A3F inh | RXFP1 ag
O=S(=O)(c1cccc(-c2nc3n(n2)Cc2ccccc2-3)c1)N1CCCC1 | -2 | 1% | 20 | -5 | 6 | 2 | -1% | 5% | 0.0%
COc1cc(C2C3=C(Nc4ncnn42)c2ccccc2CC3)cc(OC)c1OC (stereo not given) | 8 | -42% | / | 2 | -1 | 0 | -3% | -9% | 5.0%
C=CCNC(=O)c1cc(-c2ccc3c(c2)OCO3)on1 | 5 | 2% | 8 | -3 | 2 | 5 | -9% | 4% | 4.7%
CN(C)C(CNc1ncccn1)c1ccccc1 (stereo not given) | -5 | -5% | 3 | 2 | -7 | 0 | -1% | -14% | 0.4%
Cn1c(=O)c2c(ncn2CC(=O)N2CCN(c3ccc(F)cc3)CC2)n(C)c1=O | -2 | 5% | 6 | 5 | 4 | 2 | -3% | -8% | 3.3%
CCN(Cc1ccccc1)C(=O)c1cc2c(OC)c(OC)c(OC)cc2[nH]1 | -6 | 1% | -8 | 1 | -10 | 3 | -4% | 1% | -0.7%
Cc1nnc2sc(-c3cccc4ccccc34)nn12 | -8 | -5% | 6 | 0 | -12 | 2 | 2% | 3% | 4.3%
COc1ccc(OC)c(NC(=O)CCNS(=O)(=O)c2ccc3c(c2)c(=O)n(C)c(=O)n3C)c1 | -21 | 0% | 4 | 4 | 6 | -3 | 2% | 8% | 1.5%
Cc1sc2nc(C3CC3)nc(SCC(=O)N3c4ccccc4CC3C)c2c1C (stereo not given) | 1 | 1% | 8 | 1 | 16 | 5 | -5% | -5% | 2.0%
COC(=O)Cc1cc(=O)n2[nH]c(SC)nc2n1 | -2 | 1% | 2 | 6 | 2 | 2 | -3% | 9% | 2.3%

Next part, overlapping the part above by three compounds.
SMILES | D1 antagonist | Vif-APOBEC3G blk | D2 potentiator | D1 PAM | RXFP1 antag | D1 ag | GRP78 ERSR act | Vif-A3F inh | RXFP1 ag
COc1ccc(OC)c(NC(=O)CCNS(=O)(=O)c2ccc3c(c2)c(=O)n(C)c(=O)n3C)c1 | -21 | 0% | 4 | 4 | 6 | -3 | 2% | 8% | 1.5%
Cc1sc2nc(C3CC3)nc(SCC(=O)N3c4ccccc4CC3C)c2c1C (stereo not given) | 1 | 1% | 8 | 1 | 16 | 5 | -5% | -5% | 2.0%
COC(=O)Cc1cc(=O)n2[nH]c(SC)nc2n1 | -2 | 1% | 2 | 6 | 2 | 2 | -3% | 9% | 2.3%
CCc1cc(C(=O)N/N=C/c2ccc(OC)cc2)c2ccccc2n1 | -10 | ? | 4 | -3 | -5 | -1 | -6% | 2% | 0.5%
O=[N+]([O-])c1ccc(Cl)c(S(=O)(=O)Nc2ccc(-c3ccc(N4CCCC4)nn3)cc2)c1 | 9 | 1% | -3 | -2 | -5 | -1 | 0% | 9% | 2.1%
Cc1csc2ncc(C(=O)Nc3ccon3)c(=O)n12 | 23 | 1% | 4 | 6 | -10 | 4 | 2% | -6% | 7.4%
N/C(=N\OC(=O)COc1ccc(Cl)cc1Cl)c1ccncc1 | -6 | -11% | -3 | -6 | 1 | 2 | 7% | 1% | -0.9%
O=C(NCCc1ccc(Cl)cc1)C1CCN(S(=O)(=O)c2ccc(-n3cnnn3)cc2)CC1 | -5 | 0% | 4 | -8 | -8 | 2 | -4% | 0% | 2.2%
C=CCNS(=O)(=O)c1ccc2nsnc2c1 | 5 | 0% | 3 | -1 | -9 | 1 | -4% | -5% | 1.2%
CNS(=O)(=O)c1cc(-c2nn3c(C)nnc3c3ccccc23)ccc1C | -3 | -7% | 2 | 2 | -1 | 4 | 6% | -23% | 23%
O=C(Nc1cc(C(F)(F)F)ccc1N1CCCC1)C1CCCO1 (stereo not given) | 8 | 4% | 14 | -9 | -2 | 2 | 1% | -5% | 0.8%
O=S(=O)(c1ccc(S(=O)(=O)N2CCN3CCCC3C2)cc1)N1CCCC1 (stereo not given) | 5 | 1% | 4 | -2 | 10 | 0 | -3% | -5% | 0.0%
Cc1ccc2nc3c(cc(C#N)c(=O)n3-c3nnc(SCc4ccccc4Cl)s3)c(=O)n2c1 | 1 | / | -1 | -2 | -7 | -1 | / | / | 4.3%
Cc1ccc(C)c(C(=O)CCC(=O)Nc2cccnc2)c1 | 23 | -3% | 10 | 1 | 3 | 0 | -3% | -9% | -0.2%
COc1ccc(C)cc1NC(=O)CCN1CCN(c2ccccc2)CC1 | -15 | -4% | -25 | -6 | -8 | 0 | -3% | -12% | -0.1%
O=C(CN1C(=O)NC2(CCCCC2)C1=O)N1CCOCC1 | 13 | -1% | 6 | / | 12 | 3 | -3% | -3% | 0.2%
CCOc1cc(/C=N/NC(=O)c2nnn(-c3nonc3N)c2C)ccc1OCc1cccc(F)c1 | -5 | 2% | 55* | 4 | -9 | 1 | -6% | 4% | 2.2%
CCCCCCSc1ccc([C@H]2N[C@@](CC(C)C)(C(=O)OC)[C@H]3C(=O)N(C)C(=O)[C@@H]23)cc1 | 13 | 6% | 22 | 6 | / | 14 | -3% | -4% | -0.9%
Cn1nnnc1SCC(=O)Nc1ccc(Cl)cc1Cl | 4 | / | -21 | 4 | / | 2 | / | / | 1.2%
COc1ccc2c3c([nH]c2c1)C1CC2C(CC(O)C(OC)C2CO)CN1CC3 (stereo not given) | -7 | 0% | -3 | -6 | / | 1 | -4% | 4% | -38%[inhibitor]
COc1cc(NC(=O)c2cccs2)c(OC)cc1NC(=O)CCn1nnc2ccccc21 | 1 | -9% | 2 | -4 | -9 | 0 | -1% | -1% | 0.9%
COc1ccc2ccc3c(c2c1)N=C[C@]1(O3)N(C)c2ccccc2C1(C)C | 18 | -10% | -14 | -11 | -5 | -1 | -15% | -1% | -0.1%
Cc1ccc(-c2cccc(C(=O)NCCc3ccccc3)n2)c2ccccc12 | 4 | 4% | 0 | 8 | / | 3 | 2% | 4% | 1.2%
CCC1Oc2ccc(C)cc2N(CC(=O)NCCCN2CCN(Cc3ccccc3)CC2)C1=O (stereo not given) | -1 | 0% | -9 | -1 | -7 | 4 | 1% | -14% | 1.8%
CC1CC2=C(C(=O)O1)C(c1ccccc1)Nc1ccccc1N2 (stereo not given) | 4 | -1% | 10 | 2 | -4 | 0 | -2% | 12% | 0.3%
CCCCNC(=O)C1CCCN1C(=O)NC1CCCCC1 (stereo not given) | -14 | 0% | / | 0 | 7 | -1 | 2% | -2% | 0.9%
COc1cccc(OCC(=O)NN=C2c3ccccc3-c3ccccc32)c1 | / | -17% | / | / | -1 | / | -5% | -5% | 1.2%
CN1CCN(c2ccc(S(=O)(=O)N3CCOCC3)cc2NC(=O)C2CCCCC2)CC1 | / | 3% | / | / | -4 | / | -3% | 3% | /
COc1ccc(C(=O)COC(=O)/C=C/c2ccco2)cc1F | -8 | 1% | 2 | 2 | 8 | 7 | 2% | -10% | 1.5%
Cc1ccsc1/C=N/NC(=O)C(=O)NCC(C)C | 0 | 0% | -5 | -4 | -3 | 1 | -2% | 9% | 4.9%
Cc1nc(S/C(=C/c2ccc(-c3cccc(Cl)c3)o2)C(=O)O)n[nH]1 | -6 | 2% | -4 | -4 | -4 | 9 | 1% | ? | -1.7%
CCc1ccc(OCC(=O)N/N=C(\C)c2ccccc2OC(F)F)cc1 | -9 | 1% | -10 | 2 | -16 | 3 | -6% | 9% | 0.1%
CCn1c(Cc2c(C)[nH]c3ccccc23)nnc1SCC(N)=O | 11 | 0% | 20 | 3 | -7 | 3 | -4% | -6% | 1.6%
Cc1ccnc2nc(C(=O)OCC(=O)NC(=O)NCc3ccco3)nn12 | 14 | 3% | -9 | -2 | -1 | 1 | -5% | -3% | 13%
C=CCS(=O)(=O)N1CCCC(C(=O)c2cccc(Cl)c2)C1 (stereo not given) | -23 | 1% | 6 | -2 | 10 | 1 | -4% | 7% | 7.1%
COc1ccc(-c2c(-c3ccc(OCC(=O)NN)cc3O)n[nH]c2C)cc1OC | -1 | -4% | 15 | -8 | 15 | 1 | -2% | -21% | -1.7%
O=C(CNC(=O)c1cccs1)Nc1ccc(N2CCOCC2)cc1 | 8 | -3% | -4 | / | -7 | 5 | 0% | 2% | -1.6%
COc1ccc(S(=O)(=O)N[C@H](C(=O)N2CC[C@@]3(O)CCCC[C@H]3C2)c2ccccc2)cc1 | -8 | -6% | 5 | -4 | -3 | 1 | -2% | 5% | 0.6%
O=C(NC1CCCC1)C(c1ccco1)N(Cc1ccccc1)C(=O)c1csnn1 (stereo not given) | 2 | 3% | 5 | -3 | 22 | 0 | -3% | -3% | -1.2%
Cc1ccc(S(=O)(=O)N2CCN(c3ccc4nnc(-c5ccccc5)n4n3)CC2)cc1 | -9 | -1% | -17 | / | / | 5 | 2% | 4% | 0.0%
COc1ccccc1C(=O)N=C1SC2CS(=O)(=O)CC2N1c1ccccc1 (stereo not given) | 12 | 7% | / | -12 | -3 | 5 | -1% | 4% | 0.2%
Cc1cc(NC(=O)c2ccccc2)ccc1NC(=O)c1ccccc1Cl | -12 | -13% | 2 | -6 | 0 | 2 | 1% | 0% | 0.6%
C=CCSc1nc2ccccc2n1Cc1nnc(-c2cccs2)o1 | 6 | -5% | 1 | -7 | -4 | 0 | -1% | 13% | 0.9%
Cc1ccc2[nH]c(CSc3ccccc3)cc(=O)c2c1 | 2 | 0% | 6 | -6 | -6 | 18 | 3% | -3% | 0.9%
O=C(C[n+]1cc2ccccc2c2ccccc21)c1ccccc1 | -9 | -23% | -4 | -3 | -15 | 0 | -6% | -3% | 0.7%
CN1CCN(CC(=O)Nc2ccccc2Sc2ccccc2)CC1 | / | 0% | -7 | -7 | -3 | 6 | 0% | 6% | 1.8%
CCOc1ccccc1NC(=O)C1C2C=CC(O2)C1C(=O)O (stereo not given) | -8 | 2% | / | 2 | -5 | 0 | -3% | -3% | -1.6%
CCOCCCNC(=O)c1ccc(N2CCOCC2)c(NS(=O)(=O)c2ccc(OC)cc2)c1 | 7 | -2% | 4 | -3 | 0 | -1 | 1% | -2% | 3.3%

An excerpt (hit frequency here may not be typical).
